TCR CD3 inh = human TCR-CD3 binding inhibition | actives 0.37% (n = 360,000) | inhibition, % at 9.4 µM | TAMRA-labeled TCR probe fluorescence, biochemical; in the data active = inhibition above about 19%;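 note: recombinant mutant TCR 2C K166C tagged with TAMRA read by polarization; 0% = receptor in buffer alone and 100% = receptor with positive control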
HTRA1 inhibitor = blocks human HTRA1 serine peptidase | Q92743 | AID 504803 | inhibition, % at 5.96 µM | actives 0.5% (n = 340,000) | recombinant HTRA1, FP-rhodamine activity-based probe, fluorescence polarization; in the data active = inhibition above about 36%;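 note: 0% = enzyme with DMSO and 100% = wells lacking enzyme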
TDP2 inh = blocks human TDP2 phosphodiesterase activity. inhibition, % at 12.8 µM. actives 0.34% (n = 370,000). recombinant TDP2, T5PNP hydrolysis, p-nitrophenol absorbance 415 nm. AID 720702;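 active = inhibition above the mean of all tested compounds plus 3 SD, set per campaign, cut at about 25% in these data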;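 note: 0% = DMSO with enzyme and 100% = buffer with substrate but no TDP2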
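Material: recombinant human TDP2; quantity: TDP2 enzyme at 120 nM final; medium: Tris-HCl pH 7.5 with MgCl2; compound: single concentration, 12.8 µM nominal, with 1% DMSO; incubation: 2 h enzyme incubation at 37 °C; signal: epi absorbance; measure: percent inhibition; benchmarks: high control without enzyme, low control DMSO plus TDP2; repeats: singlicate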
LEDGF integ inh = blocks HIV-1 LEDGF/p75-dependent DNA integration; TR-FRET IN-LEDGF/p75 DNA integration, Eu/Cy5; inhibition, % at 3.7 µM; actives 0.64% (n = 370,000); AID 743269;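 active = inhibition above the screen-wide mean plus 3 SD, cut at about 13% in these data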;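 note: signal is the Cy5 over europium emission ratio at 671 and 618 nm; 0% = plate median of compound wells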
NR1D1 modulator = modulates human Rev-erb alpha binding to DNA; P20393; Rev-erbα–FITC-DNA binding, fluorescence polarization, 90 min; activity, % at 10 µM; actives 0.79% (n = 370,000); AID 1259318;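 active = activity above about 14%, limit read from the data; passing the limit was not always enough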;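 note: 0% = DMSO wells with 35 nM protein and 100% = DMSO wells with 750 nM protein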
Target sequence (P20393 whole entry, looked up): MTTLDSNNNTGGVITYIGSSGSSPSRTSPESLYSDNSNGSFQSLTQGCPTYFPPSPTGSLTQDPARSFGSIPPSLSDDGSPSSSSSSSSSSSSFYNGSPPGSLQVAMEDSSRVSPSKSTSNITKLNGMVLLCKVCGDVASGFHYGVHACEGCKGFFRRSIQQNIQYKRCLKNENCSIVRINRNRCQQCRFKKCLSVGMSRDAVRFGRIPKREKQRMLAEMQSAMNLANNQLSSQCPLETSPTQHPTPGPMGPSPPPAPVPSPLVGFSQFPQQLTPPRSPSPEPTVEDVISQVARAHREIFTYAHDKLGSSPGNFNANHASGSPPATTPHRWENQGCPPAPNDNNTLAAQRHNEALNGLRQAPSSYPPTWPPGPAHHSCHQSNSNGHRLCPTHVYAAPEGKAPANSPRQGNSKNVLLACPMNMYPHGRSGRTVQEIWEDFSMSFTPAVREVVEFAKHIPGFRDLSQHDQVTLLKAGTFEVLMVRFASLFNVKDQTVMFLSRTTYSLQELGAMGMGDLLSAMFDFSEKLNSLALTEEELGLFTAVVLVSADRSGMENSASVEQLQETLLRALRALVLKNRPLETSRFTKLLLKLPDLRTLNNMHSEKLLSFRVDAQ
PRMT1 FP inh = inhibitors of human PRMT1; Q99873; recombinant PRMT1, activity-based probe fluorescence polarization; inhibition, % at 2.79 µM; actives 1.3% (n = 370,000); AID 652257;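 active = inhibition above about 21% made by adding two undisclosed values, limit read from the data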
Target sequence (Q99873 whole entry, looked up): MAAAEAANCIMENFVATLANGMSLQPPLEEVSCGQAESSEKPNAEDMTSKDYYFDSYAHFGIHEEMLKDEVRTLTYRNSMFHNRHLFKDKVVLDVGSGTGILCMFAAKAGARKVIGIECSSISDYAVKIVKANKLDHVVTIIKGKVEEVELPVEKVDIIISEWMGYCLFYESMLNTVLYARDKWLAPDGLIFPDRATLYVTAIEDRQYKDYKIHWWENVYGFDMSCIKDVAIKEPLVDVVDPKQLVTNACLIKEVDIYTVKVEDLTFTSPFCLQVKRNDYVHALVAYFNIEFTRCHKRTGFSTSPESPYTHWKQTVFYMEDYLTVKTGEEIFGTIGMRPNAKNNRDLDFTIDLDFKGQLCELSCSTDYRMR
rCAG RNA binder = r(CAG) repeat RNA binding; actives 1.3% (n = 370,000); inhibition, % at 3 µM; TO-PRO-1 dye displacement fluorescence;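 active = inhibition above the plate cutoff, the mean of all test compounds on that plate plus 3 SD, cut at about 35% in these data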;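 note: 0% = DMSO alone and 100% = 100 µM mitoxantrone as full dye displacement; higher means more dye released from RNA so lower well fluorescence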
ABHD4 inh = inhibitors of mouse ABHD4; inhibition, % at 8.92 µM; purified mABHD4, FP-Rh probe fluorescence polarization; actives 0.54% (n = 370,000); Q8VD66;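 active = inhibition exceeding the mean over every tested compound plus 3 SD, cut at about 30% in these data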;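 note: 0% = plate median of compound wells and 100% = S159A mutant with DMSO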
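Test system: mABHD4 protein | Buffer or medium: HEPES pH 7.0 buffer, 150 mM NaCl, 0.01% Pluronic F-127 | Probe or stimulus: FP-Rh fluorescent activity-based probe, added after compound pre-incubation | Timing: Pre-incubation 45 min, probe exposure 60 min, at 25 °C | Technique: Fluorescence polarization, excitation 525 nm, emission 598 nm, BODIPY TMR filters | Repeats: Single well per compound (singlicate)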
PG9 Ab binder = small molecules binding HIV-1 gp120 antibody PG9; TR-FRET gp120-PG9 antibody binding; inhibition, % at 6.7 µM; actives 0.43% (n = 360,000); AID 624416; in the data active = inhibition above about 8.5%
SIAE inh = human SIAE inhibition, primary screen; Q9HAT2; SIAE FP-Rh probe binding, fluorescence polarization; inhibition, % at 9.66 µM; actives 0.69% (n = 370,000); AID 1053197;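 active = inhibition above a cutoff: mean of compounds within the control limits plus 3 SD of those, cut at about 17% in these data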;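 note: 0% = plate median of compound wells and 100% = probe without SIAE protein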
Numbers without * were called inactive; / = no result given.

SMILES	TCR CD3 inh	HTRA1 inhibitor	TDP2 inh	LEDGF integ inh	NR1D1 modulator	PRMT1 FP inh	rCAG RNA binder	ABHD4 inh	PG9 Ab binder	SIAE inh
Cc1cc(=O)[nH]c(SCC(=O)Nc2ccccc2[N+](=O)[O-])n1	-5	2	5	1	3	1	5	-3	1.3	6
COc1ccc(NC(=S)N(CCN(C)C)Cc2cccs2)cc1	-3	5	0	5	-1	-4	-3	-6	-1.3	3
CC(=O)c1ccc(S(=O)(=O)NC2CC(=O)N(c3cccc(F)c3)C2)cc1 (stereo unspecified)	0	-1	-2	1	-4	1	0	3	0.0	-1
C[C@@H]1CN([C@H](C)CO)C(=O)CCCn2nncc2CO[C@H]1CN(C)C(=O)Nc1ccnc(N2CCOCC2)c1	6	0	-8	2	-1	-3	1	-1	-0.6	0
OCCC1CN(Cc2cccc(OC3CCCC3)c2)CCN1Cc1ccsc1 (stereo unspecified)	-2	-5	-3	-2	3	5	-7	-9	1.6	-9
Cc1ccc(S(=O)(=O)N2CCN(C(=O)N(C)C)CC2)cc1C	8	1	10	2	-3	1	-1	-3	0.6	3
Cc1sc(NC(=O)c2ccco2)c(C(Nc2ccccn2)c2ccccc2)c1C (stereo unspecified)	5	-54	-15	-1	2	-4	2	-10	-1.1	-1
Cc1ccc(N(CN2CCCC2=O)C(=O)c2ccc(OC(C)C)cc2)cc1	1	-6	3	3	-1	-3	-8	1	-0.4	-4
CC(=O)N[C@@H]1C[C@@H]2O[C@H](CO)CC[C@@H]2O[C@@H]1CCc1ccc(-c2ccc(F)cc2)cc1	/	/	-3	-3	2	-1	4	6	/	2
O=C(O)c1ccc2c(c1)C(=O)N(c1ccc(C(=O)OCC(=O)c3ccccc3)cc1)C2=O	9	0	7	6	-2	-3	5	10	-1.9	-3
O=C(O)c1ccc(CNCc2cccc(OCc3ccc(F)cc3)c2)cc1	3	1	1	-4	2	4	-1	-3	-0.6	3
Cc1ccc2nc(NC3=NC4(CCCC4)C4=C(CCCC4=O)N3)oc2c1	-2	/	-13	4	-9	-1	9	18	1.1	-1
CC(C)=CCC[C@](C)(O[C@@H]1O[C@H](CO[C@@H]2OC[C@H](O[C@@H]3OC[C@@H](O)[C@H](O)[C@H]3O)[C@H](O)[C@H]2O)[C@@H](O)[C@H](O)[C@H]1O)C1CC[C@]2(C)C1[C@H](O)CC1[C@@]3(C)CC[C@H](O)C(C)(C)C3[C@@H](O)C[C@]12C (stereo partly specified)	1	-2	-11	-3	0	1	0	6	0.3	-3
CN(CC(=O)Nc1ccc(Cl)c(C(F)(F)F)c1)C(=O)Cc1ccsc1	3	-19	2	3	1	2	6	1	0.3	-3
Cc1ccc(S(=O)(=O)CC2CSc3nc(N)cc(=O)n32)cc1 (stereo unspecified)	-4	0	-16	-2	3	6	8	-8	2.6	-5
O=c1cc(NCc2ccccc2)nc2ccccn12	1	-2	-7	3	1	-3	-1	-1	-2.2	2
Cc1ccc2c(c1)N(C(=O)CCC(=O)NCc1cccnc1)CCO2	-7	1	0	2	-4	5	-1	7	0.6	10
CC(=O)N1c2ccc(S(=O)(=O)N3CCCC(C(=O)Nc4cccc(F)c4)C3)cc2CC1C (stereo unspecified)	5	-14	-1	1	4	-2	4	0	-1.3	1
CC(=O)c1cnn(-c2c(Cl)cc(Cl)cc2Cl)c1C	7	1	-8	-3	2	-5	-5	6	-0.1	-2
O=C(Nc1ccon1)c1sc2cc(F)ccc2c1Cl	-1	-4	4	0	34*	1	0	4	15*	-5
CC(C)NC(=O)N(C)C[C@H]1Oc2c(NC(=O)Nc3ccccc3)cccc2C(=O)N([C@H](C)CO)C[C@@H]1C	10	-8	2	-2	1	-1	-3	-1	0.5	2
CCC1C/C(=C\c2cccnc2)C(=O)/C(=C/c2cccnc2)C1 (stereo unspecified)	6	2	1	6	1	0	2	-1	-3.1	-12
CCOC(=O)CNc1cccc(C(F)(F)F)c1	10	0	-13	1	0	-1	-5	6	0.0	-4
CCC1CCCCN1CCCNC(=O)c1ccc2c(c1)N(Cc1ccc(F)cc1)C(=O)c1ccccc1S2=O (stereo unspecified)	6	-7	6	3	-2	2	3	7	-0.1	5
CCN(CC)CCNC(=O)c1ccc(Cl)c(S(=O)(=O)Nc2ccccc2OC)c1	2	6	0	-1	2	0	-4	1	-1.9	2
(cont.)
SMILES	TCR CD3 inh	HTRA1 inhibitor	TDP2 inh	LEDGF integ inh	NR1D1 modulator	PRMT1 FP inh	rCAG RNA binder	ABHD4 inh	PG9 Ab binder	SIAE inh
CCn1c(CC(=O)Nc2ccc(F)cc2)nnc1SCC(=O)N1CCOCC1	11	1	-9	0	2	1	-5	0	-0.4	-6
N#C/C(=C\c1c[nH]c2ccc(Br)cc12)c1ccccn1	-5	-22	0	-5	3	2	28	-20	-3.1	-1
CC1CCCC(C)N1C(=O)COc1ccc(C(=O)Nc2ccccc2N2CCOCC2)cc1 (stereo unspecified)	4	8	15	0	0	0	-4	6	1.0	-9
CC(C)c1ccc(Oc2cccc3c2S(=O)(=O)N(C2CCCC2)CC(COCc2ccccc2)O3)cc1 (stereo unspecified)	-1	-9	-10	2	2	5	8	-9	-1.4	-1
NC(=O)NC(=O)CSc1nc(C2CCCCC2)n(-c2ccccc2)n1	-7	-8	7	5	2	0	-4	1	1.9	2
COC(=O)c1sccc1NC(=O)c1c(-c2ccccc2)noc1C	-12	-5	1	3	-4	-1	-2	-3	2.0	1
CCCCCCCCN1C(=O)[C@@H](CC(=O)NCCCOCCCC)C[C@@]2(C(=O)OC)C1=C[C@H](COCc1ccccc1)O[C@@H]2C	/	/	0	2	-2	2	7	4	/	2
O=C(Nc1ccc2c(c1)OCCO2)C(C1CC1)n1c(=O)c(-c2cc3ccccc3[nH]2)nc2ccccc21 (stereo unspecified)	2	/	5	1	-11	0	16	-27	-0.6	-32
CCOC(=O)[C@]12CCC=C1N(Cc1ccc(Cl)cc1Cl)C(=O)[C@H](CC(=O)NCCc1ccccc1OC)C2	-1	/	-3	-3	11	0	8	-21	-0.4	-8
CSc1ccccc1-c1nc(-c2ccncc2)no1	-7	-14	1	-7	2	3	-4	7	-0.4	-14
O=c1oc2c3c4c(cc2c2c1CCC2)OCCN4CCC3	9	21	-4	-5	-2	6	7	15	-5.1	11
Cc1c(C)c2cc(Cl)c(O)c(CN(C)C)c2oc1=O	-9	6	-16	-6	-6	3	-1	1	2.7	-3
Cn1c(=O)c(=O)n(C)c2cc(S(=O)(=O)N3CCCCC3)ccc21	-2	-3	-6	0	-3	-2	-4	5	0.7	3
COc1ccc(O)c(C(=O)c2cnc3c(c2)c(=O)[nH]c(=O)n3C)c1	-5	10	-5	-2	6	-2	4	-9	-2.7	9
Cc1cc(O)c(/C=N/Nc2cccc(Cl)c2)c(=O)o1	5	-4	3	1	-8	0	1	4	-1.7	1
Cn1cccc1C(=O)NCc1ccc(Cl)cc1	-6	-6	-2	0	3	4	-2	-6	-0.9	12
COc1cccc(OCCOCCN(C)CCO)c1	2	-4	-3	0	0	-4	-1	1	1.4	-7
COc1ccc(/C=C(/NC(=O)c2ccc(C)cc2)C(=O)NCC2CCCO2)cc1 (stereo unspecified)	3	1	0	1	0	-2	-5	3	-0.6	5
CC1CCN(Cc2cc(=O)oc3cc4c(cc23)CCCC4)CC1	-5	6	-6	5	6	-2	5	-1	-2.2	-1
Cc1ccc(S(=O)(=O)N2C(N)=C(C(=O)NCc3ccc(Br)cc3)C(c3ccc(Cl)cc3)C2C(=O)c2ccccc2)cc1 (stereo unspecified)	/	/	12	2	0	-4	/	-20	/	-11
CN=C1SC(CC(=O)Nc2c(C)cccc2C)C(=O)N1/N=C/c1cccs1 (stereo unspecified)	0	-3	1	-1	-1	-1	-3	-2	-3.1	-2
Cc1ccc(CN2CCCCC(NC(=O)C3CCCCC3)C2=O)cc1 (stereo unspecified)	/	/	-5	2	0	-3	-1	-5	/	-3
O=C(CC(NS(=O)(=O)c1ccc(Cl)cc1)c1ccco1)N1CCc2ccccc21 (stereo unspecified)	5	-32	-15	3	/	-2	4	-3	-2.0	-5
O=S(=O)(c1ccc2ccccc2c1)N1CCN(Cc2ccccn2)CC1	7	5	11	0	1	-1	-3	7	-2.5	1
O=C(COC(=O)C1(c2ccccc2)CC1)NNC(=O)c1ccccc1	-5	-3	-18	-2	-6	1	2	0	0.9	-7
Carrying on.
SMILES	TCR CD3 inh	HTRA1 inhibitor	TDP2 inh	LEDGF integ inh	NR1D1 modulator	PRMT1 FP inh	rCAG RNA binder	ABHD4 inh	PG9 Ab binder	SIAE inh
O=C(NCCc1ccc(F)cc1)c1cc2ccccn2n1	/	/	0	1	1	-8	2	-3	/	2
O=C(NCCNS(=O)(=O)c1ccccc1Cl)c1cc(OCC(F)(F)F)ccc1OCC(F)(F)F	6	-15	-11	-1	3	-2	-3	-3	-1.8	0
COc1ccc2c(c1)CCCN2C(=O)C1CCCN(S(=O)(=O)c2cc(OC)ccc2OC)C1 (stereo unspecified)	/	/	-3	1	7	0	2	-4	/	-1
COc1ccc2cc(C(c3nnnn3C3CCCCC3)N3CCCCCC3)c3nnnn3c2c1 (stereo unspecified)	7	-3	6	-1	-2	0	-2	-5	-0.8	10
O=C(Nc1nnc(-c2ccncc2)o1)c1ccc2ccccc2c1	-1	3	-9	-1	2	4	2	2	-2.7	-2
O=C(COc1ccc2c3c(c(=O)oc2c1)CCC3)NCCN1CCOCC1	4	4	4	0	3	-4	-2	1	0.1	-5
CS(=O)(=O)c1ccc(Cl)c(NC(=O)Cc2ccccc2F)c1	-3	-8	3	3	-4	7	6	-8	-0.2	-10
CC(C)OC(=O)c1nnc(-c2ccccc2)nc1OC(C)C	0	-4	8	3	-1	2	-6	0	-0.5	-6
CCOC(=O)/C(=C/C=C1\Sc2cc(C)c(C)cc2N1CC)C(C)=O	2	-10	3	-2	32*	-40	-41	0	-9.1	0
COc1ccc(OC)c(/C=N/n2c(C)nc3ccccc3c2=O)c1	-2	/	10	0	1	2	-2	4	0.4	-11
Nc1cccc(Oc2cnccn2)c1	8	3	17	-3	0	-2	-2	2	-1.9	5
O=C(Nc1ccccc1)Nc1ccccn1	0	7	10	-2	-5	1	3	7	0.6	-3
Cc1ccccc1N1CC(C(=O)Nc2ccc(S(=O)(=O)N3CCCC3)cc2)CC1=O (stereo unspecified)	3	4	12	1	2	2	2	-5	-0.6	-9
Cc1cc(Cl)ccc1NNC(=O)CCc1ccccc1	-2	4	12	-5	0	2	-3	1	-0.6	-1

A portion of the library, so the mix of outcomes need not match the whole.
